Screening results (PubChem BioAssay)
M1 ag – human M1 muscarinic receptor agonism. hit rate 0.33% among 360,000. P11229. activation, % at 3 µM. AID 588814. CHO-K1 hM1, Fluo-8 calcium fluorescence, agonist mode; 0% DMSO, 100% acetylcholine EC100;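 active = activation above the run's mean compound activation plus 3 SD, cut at about 16% in these data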;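 also: peak over basal fluorescence ratio within a 140 s kinetic read after compound addition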
CHO-K1 Ca antag – nonselective inhibitor or artifact in parental CHO-K1 cells | ATP-induced calcium, Fluo-8 fluorescence | inhibition, % at 3 µM | hit rate 0.6% among 360,000 | AID 602250;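 active = inhibition above a per-plate cutoff, the plate's mean sample inhibition plus 3 SD, cut at about 24% in these data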;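 also: 0% = DMSO plus EC80 ATP and 100% = DMSO alone without ATP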
M1 ag parental – counter-screen for M1 agonists: effect in parental CHO-K1 cells. Fluo-8 calcium fluorescence; scaled to maximal ATP response, vehicle zero. activation, % at 3 µM. hit rate 0.48% among 360,000; in the data active = activation above about 15%;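 also: untransfected CHO-K1 host cells lacking M1 receptor as counterscreen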
M1 antag – human CHRM1 antagonism. CHO-K1 hM1, Fluo-8 calcium fluorescence, ACh EC80 antagonist. inhibition, % at 3 µM. hit rate 1.3% among 360,000;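 active = percent inhibition above its own plate's cutoff, namely the mean of that plate's compound wells plus 3 SD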;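 also: peak over basal fluorescence ratio during 140 s after agonist addition; 0% = ACh EC80 plus DMSO and 100% = DMSO alone without agonist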
CHO parental Ca – signal in parental CHO cells, OX1R antagonist counter-screen; hit rate 0.63% among 330,000; inhibition, % at 5.6 µM; parental CHO-K1, ATP-induced calcium, Fluo-8 fluorescence;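 active = inhibition above that plate's mean sample inhibition plus 3 SD, cut at about 26% in these data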;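 also: 0% = ATP-challenged DMSO wells and 100% = DMSO wells without ATP; some compounds past the cut are filed as inactive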
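Material – parental CHO cells · Reagent – ATP stimulus · Compound – single nominal dose of 5.6 µM per compound · Detection – Fluo-8 fluorescence · Read-out basis – percent inhibition of calcium signal · Controls – ATP-challenged DMSO wells low, unchallenged DMSO wells high · Repeats – no replicates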
TAAR1 antagonist – antagonists of human TAAR1; CHO RD-HGA16 TAAR1, Fluo-8 calcium fluorescence, antagonist; Q96RJ0; inhibition, % at 3 µM; hit rate 1.5% among 360,000; AID 624466;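 active = inhibition above a per-plate cutoff, the mean inhibition of test compounds on that plate plus 3 SD, cut at about 49% in these data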;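 also: 0% = DMSO plus EC80 beta-PEA response and 100% = DMSO alone without agonist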
Target sequence (Q96RJ0 whole entry, looked up): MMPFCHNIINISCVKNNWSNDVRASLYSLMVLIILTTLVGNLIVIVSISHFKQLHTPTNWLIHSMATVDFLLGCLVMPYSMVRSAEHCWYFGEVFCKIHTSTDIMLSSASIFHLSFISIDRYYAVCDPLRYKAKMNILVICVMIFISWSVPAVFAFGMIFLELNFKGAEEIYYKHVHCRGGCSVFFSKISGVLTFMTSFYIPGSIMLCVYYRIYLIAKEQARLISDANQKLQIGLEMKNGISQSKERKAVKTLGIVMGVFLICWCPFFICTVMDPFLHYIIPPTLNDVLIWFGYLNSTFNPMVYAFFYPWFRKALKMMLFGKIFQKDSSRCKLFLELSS
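System: CHO RD-HGA16 cells bearing hTAAR1. Reagent: EC80 β-phenethylamine stimulus. Schedule: seeding 17-24 h prior, 75-min 37 °C, 30-min RT dye loading. Signal: Fluo-8 intracellular calcium dye fluorescence, real-time kinetic reads. Read-out: % inhibition from peak post-agonist over basal fluorescence ratio. Benchmarks: vehicle wells and EC80 agonist wells. Replicates: n of 1.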
CHO-K1 Ca PAM – counter-screen for M1 PAMs: effect in parental CHO-K1 cells. AID 602247. activation, % at 3 µM. ATP EC20, Fluo-8 calcium fluorescence; 0% at ATP EC20, 100% at ATP max. hit rate 0.02% among 360,000;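 active = activation above the run cutoff, the mean activation of all test compounds plus 3 SD, cut at about 40% in these data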;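 also: peak over basal fluorescence ratio in a 140 s read after ATP addition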
OXTR potentiator – potentiates the human oxytocin receptor response; activation, % at 3 µM; CHO-OTR cells, Fluo-8 calcium fluorescence, potentiator mode; 0% = oxytocin EC15, 100% = EC100; AID 2445; hit rate 0.061% among 320,000; P30559;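 active = activation above that plate's cutoff, the mean activation of tested compounds plus 3 SD, cut at about 6.6% in these data, passing the limit was not always enough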;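 also: 100% uses oxytocin at 75 nM as the full agonist control; some results filed as inactive read as strong as hits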
Target sequence (P30559 whole entry, looked up): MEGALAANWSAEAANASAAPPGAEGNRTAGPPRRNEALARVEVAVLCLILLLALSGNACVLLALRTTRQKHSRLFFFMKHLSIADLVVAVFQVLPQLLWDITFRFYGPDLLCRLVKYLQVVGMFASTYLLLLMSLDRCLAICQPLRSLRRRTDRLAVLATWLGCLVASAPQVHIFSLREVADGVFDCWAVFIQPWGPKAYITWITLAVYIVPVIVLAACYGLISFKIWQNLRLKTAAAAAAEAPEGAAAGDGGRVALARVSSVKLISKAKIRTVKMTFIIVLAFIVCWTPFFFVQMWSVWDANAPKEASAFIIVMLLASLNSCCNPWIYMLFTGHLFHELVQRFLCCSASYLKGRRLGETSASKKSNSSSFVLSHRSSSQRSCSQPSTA
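Measured by – Fluo-8 calcium dye fluorescence · Test system – human OTR in CHO cells · Dosing – one concentration, 3.0 µM compound · Controls – EC15 oxytocin alone as 0%, 75 nM oxytocin as 100% · Evaluation – normalized max/min fluorescence ratio, % activation · Timing – 6 min pre-incubation, 100 s read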
TAAR1 agonist – agonists of human TAAR1; Q96RJ0; CHO RD-HGA16 TAAR1, Fluo-8 calcium fluorescence; vehicle wells 0%, saturating PEA agonist 100%; activation, % at 3 µM; hit rate 0.99% among 360,000; AID 624467;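 active = activation above the mean activation of all test compounds in the run plus 3 SD, cut at about 38% in these data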
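Assay system – CHO-derived RD-HGA16 cells with stable Gα16 and human TAAR1 · Compound dosing – one-point dosing at 3 µM (nominal) · Incubation – 17-24 h seeding, 75 min 37 °C dye, 30 min RT · Measured by – kinetic Fluo-8 calcium fluorescence · Control set – DMSO vehicle as 0%, PEA at EC100 as 100% · Repeats – single well for each compound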
* marks the source's active call; other numbers are inactive results; . = not tested or not shown.

SMILES	M1 ag	CHO-K1 Ca antag	M1 ag parental	M1 antag	CHO parental Ca	TAAR1 antagonist	CHO-K1 Ca PAM	OXTR potentiator	TAAR1 agonist
CC1Cc2ccccc2N1C(=O)CSc1nnnn1C(C)C (stereo not given)	-3	-8	-0.1	9	-3	-10	10	-8	4
Cc1sc2nc(COC(=O)c3cccc(S(=O)(=O)N(C)c4ccccc4)c3)[nH]c(=O)c2c1C	-2	-4	0.3	-3	-9	11	-8	-4	4
Cc1c(N/C=C/C(=O)c2ccc(Cl)cc2)c(=O)n(-c2ccccc2)n1C	-8	-17	-0.3	-25	-4	-1	8	-6	-4
O=c1c(Cc2ccc(F)cc2)c(O)ccn1CCCn1ccnc1	-6	-15	0.1	8	-3	5	12	-18	5
COc1cccc(OCCNS(=O)(=O)c2cccc([N+](=O)[O-])c2)c1	-7	-5	1.4	12	-5	14	4	-16	3
COc1ccccc1-c1noc(CSc2nc(C)cc(=O)[nH]2)n1	-7	-2	2.6	-6	-2	2	22	-28	3
OCC1(CC2CCCCO2)CCN(Cc2ccccc2-c2ccco2)CC1 (stereo not given)	-4	5	-0.6	-4	-36	1	-6	-4	4
COc1ccccc1C(=O)NNC(=O)c1csc(N2CCOCC2)n1	-1	-9	0.7	-8	-14	-20	-6	-8	1
COc1ccc(NC(=O)COc2ncnc3ccccc23)cc1S(=O)(=O)N1CCOCC1	-4	-5	0.3	-13	10	-2	-1	1	0
CCOc1ccc(CC(=O)Nc2ccc(S(=O)(=O)N3CCCC3)cc2)cc1	-1	-10	4.5	-11	-12	-10	5	0	7
CCCCOCCCNC(=O)C[C@@H]1C[C@@]2(C(=O)OCC)CCCC=C2N(Cc2ccc(Cl)cc2Cl)C1=O	.	-12	0.0	.	.	-9	7	.	-1
CC(C)c1nnc(SCC(=O)N2CCc3ccccc32)n1N	-5	-11	0.9	-1	-7	-32	6	-3	9
CCc1ccc(OCCOCCN2CCN(C)CC2)cc1	-8	-5	0.4	-8	-6	-22	8	2	1
Cc1ccc(OCCn2c(SCCO)nc3c(N)ncnc32)cc1	-4	18	4.0	-3	-9	-2	-11	-2	1
Cn1cc(C(F)(F)F)nc1-c1ccc(OCC(O)CNCCOc2ccc(O)c(C(N)=O)c2)cc1 (stereo not given)	-6	12	0.4	0	-8	-5	8	-1	0
CCC1Oc2ccc(C)cc2N(CC(=O)NCCCN2CCCC2)C1=O (stereo not given)	-9	6	-0.1	-5	-3	-10	8	-3	1
COc1cc(OC)cc(C(=O)N[C@H](C(=O)OCC(=O)Nc2ccc(F)c(F)c2)C(C)C)c1	-7	-9	1.2	0	-18	4	28	-9	0
O=C1CCCN1CC1CCN(Cc2nc(CC3CC3)no2)CC1	0	-5	8.5	-17	-1	-17	21	-6	0
CCCn1c(N)c(N(CCOC)C(=O)c2cc3c(s2)CCCCC3)c(=O)[nH]c1=O	-3	1	0.5	-11	-10	-27	26	-1	4
Cc1nc(NC(=O)CN(C)S(=O)(=O)c2ccc(Cl)cc2)sc1C	-3	1	7.3	3	-20	-14	17	-1	5
CC(C)NS(=O)(=O)c1ccc(OCC(=O)NCc2cccnc2)cc1	-4	3	-0.1	11	2	-2	3	4	9
COc1cc(C2C3=C(Nc4nc(N)[nH]c(=O)c42)c2ccccc2C3=O)ccc1O (stereo not given)	-5	-18	0.9	-16	6	-40	24	5	1
CS(=O)(=O)N1CCN(C(=O)c2ccccc2)C1	-3	5	0.0	2	-14	0	-10	1	19
CCOc1ccc(S(=O)(=O)N2CCC(C(=O)OC(C)C(=O)NC3CCCCC3C)CC2)cc1 (stereo not given)	-2	-21	1.1	9	-25	-3	5	-3	9
Cc1ccc(N2CC(NS(=O)(=O)c3cccs3)CC2=O)cc1 (stereo not given)	-2	-12	1.1	-6	2	-12	14	-12	4
CCc1nn(CC(=O)N2CCN(CC)CC2)c(=O)c2cccn12	-3	-14	0.1	-3	-4	-11	15	-2	5
CCN(CC)c1ccc(/C=N/N2CCN(c3ccccc3OC)CC2)cc1	-7	-9	0.4	-23	-3	-43	14	-4	4
Cc1cccc(NC(=O)C(=O)NCCCN2CCOCC2)c1	-3	-10	1.1	-1	-9	-3	-2	-5	1
Fc1cccc(NC(=S)NCc2ccccn2)c1	1	5	0.0	1	-12	-9	1	-4	4
COc1ccc(-c2nc(CS(=O)(=O)CC(=O)NCc3ccc4c(c3)OCO4)c(C)o2)cc1	3	4	-0.2	-19	-19	-15	13	-9	1
CCN(CC(=O)NC(C)(C)C)C(=O)CN1c2cccc3cccc(c23)S1(=O)=O	1	1	1.5	-2	-12	1	-7	-15	4
Cc1ccc(-n2ncc3c(SCc4ccccn4)ncnc32)c(C)c1	-5	-14	3.8	-14	-12	-9	13	-6	-2
Cc1ccccc1C(=O)Nc1nc2c(C)csc2c(=O)s1	-2	22	0.7	-7	-20	4	-21	-7	2
O=C(CC1(O)C(=O)Nc2ccccc21)c1ccc2c(c1)OCO2 (stereo not given)	5	-8	-0.1	-24	-6	-5	3	3	6
CC(C)(C)C1CCC(C(=O)OCC(=O)c2ccc[nH]2)CC1 (stereo not given)	-8	-5	0.2	-5	-3	3	16	-5	0
CCOc1ccc(-c2ccc(SCC)nn2)cc1	-4	-7	-0.3	-8	-8	-18	1	5	0

Single values from the list.
CCC1Oc2ccc(C)cc2N(CC(=O)NCCCN2CCCC2)C1=O (stereo not given) @ M1 ag = -9
COc1ccc(-c2nc(CS(=O)(=O)CC(=O)NCc3ccc4c(c3)OCO4)c(C)o2)cc1 @ OXTR potentiator = -9

(cont.)
SMILES	M1 ag	CHO-K1 Ca antag	M1 ag parental	M1 antag	CHO parental Ca	TAAR1 antagonist	CHO-K1 Ca PAM	OXTR potentiator	TAAR1 agonist
Cc1nc2ccc(NC(=O)COc3ccccc3[N+](=O)[O-])cc2s1	-9	-12	1.6	-3	-19	-4	6	1	5
C=C1CC2C(=O)N(Cc3ccccc3)C(C(=O)OCC)(C(=O)OCC)C1N2C(=O)OC(C)(C)C (stereo not given)	-6	-12	-0.8	-7	-21	3	21	-2	4
COCCCn1c(SCC(=O)NC2CCCC2)nnc1-c1ccncc1	-4	-12	1.0	-1	-8	3	3	-2	-2
Cc1cccc(NS(=O)(=O)c2cccc3nonc23)c1	-11	5	0.5	7	-9	.	-9	-8	.
Cc1onc(-c2c(F)cccc2Cl)c1C(=O)Nc1sc2c(c1C(N)=O)CCC2	-5	-3	0.2	0	-13	9	3	1	19
O=C(N/N=C/c1ccc[nH]1)c1ccc(COc2cccc3cccnc23)cc1	-2	-7	2.8	4	-3	39	1	0	6
COc1ccc(N2CC(C(=O)NCCC3=CCCCC3)CC2=O)cc1 (stereo not given)	-1	-15	0.2	-4	-2	13	-1	8	1
C/C(=N\NC(=O)C(=O)N/N=C(\C)c1cccc(O)c1)c1cccc(O)c1	-5	-8	0.5	-9	-10	-5	11	-7	0
O=C(NCCN1CCC(n2c(=O)[nH]c3ccccc32)CC1)c1cccc(F)c1	.	-18	0.8	.	.	-6	-1	.	3
Cc1ccc(C)c(OCC(=O)NC2CCCCCC2)c1	-4	-9	1.0	-19	-23	3	21	-3	14
CCN1CCN(c2ncnc3scc(-c4ccc(OC)cc4)c23)CC1	-9	-10	0.5	30	-15	-25	2	-7	5
Cc1ccc(N(C(=O)CCC(=O)Nc2ccccn2)C(C(=O)NC(C)C)c2ccc(F)cc2)cc1 (stereo not given)	0	-15	0.1	7	-14	-1	23	-10	2
O=C(COC(=O)c1ccc([N+](=O)[O-])o1)NCCc1ccccc1	-2	-26	0.6	-7	-5	-7	7	0	17
Cc1cc(S(=O)(=O)NCC(C)C)ccc1OCC(=O)N1CCOCC1	-1	1	0.1	-6	-4	-1	9	6	0
COc1ccc(N(C)S(=O)(=O)c2cccc(C(=O)N(C)Cc3ccc(C)o3)c2)cc1	-7	-5	4.3	0	-20	4	18	-10	9
O=C(O)CCc1ccc(-c2cccs2)o1	1	-20	0.2	6	3	.	14	-4	.
CSc1nc(C)c(C(=O)C[n+]2ccc(C)cc2)cc1C#N	-16	-18	0.1	1	-3	12	9	-2	7
CC(=O)Nc1ccccc1C(=O)C(=O)Nc1cccc(Br)c1	-5	-14	0.6	-10	-14	-9	11	-5	-1
CC(NC(=O)/C(=C/c1ccc2c(c1)OCO2)NC(=O)c1cccc([N+](=O)[O-])c1)C(=O)O (stereo not given)	-4	-17	0.3	-18	-4	-2	26	-6	4
CC1CCCN(C(=O)COC(=O)Cc2c[nH]c3ccccc23)C1 (stereo not given)	1	-1	0.5	-2	-16	-1	-17	6	-1
Cc1cc(C)nc(NCCO)n1	-3	3	-0.5	3	5	13	-18	-5	9
COc1ccc(C(=O)Nc2ccc(C3=NNC(=O)CC3C)cc2NC(=O)c2ccc(OC)cc2)cc1 (stereo not given)	-9	21	5.9	19	-24	38	-6	-4	6
CCCCC1=CC2=CC(=O)C(C)(OC(=O)CC)C(=O)C2=CN1CC(C)C (stereo not given)	-6	-15	0.5	-12	-13	-7	-8	-1	0
CCOC(=O)C1=C[C@@H](c2ccccc2)N(S(=O)(=O)c2ccc(C)cc2)[C@H]1c1ccc(OC)cc1	-2	8	0.3	-14	.	0	14	.	3
O=C(COC(=O)c1ccc(Cl)nc1)Nc1ccc2c(c1)OCO2	-2	4	2.3	18	6	-16	10	-6	3
Cc1nc(SCC(=O)Nc2ccc(F)cc2)c(C#N)c(C)c1CC(=O)c1ccc(Br)cc1	-1	10	-0.3	6	-29	8	-5	-6	4
CC(=O)NC(c1cccc(F)c1)c1nc(-c2cccs2)cs1 (stereo not given)	-4	-1	0.1	-11	.	-9	9	.	5
C/C(=N\NC(=O)C1COc2ccccc2O1)c1ccccn1 (stereo not given)	-7	2	-0.6	5	-9	0	13	0	0
Nc1nn(S(=O)(=O)c2ccccc2)cc1-c1ccc([N+](=O)[O-])cc1	-5	-4	2.3	-2	-45	6	17	-5	11
COC(=O)Nc1c(-c2ccccc2)nc2ccccn12	-6	-3	0.1	0	-2	6	1	2	9
